# sPLA2-III inh: Blocks human group III sPLA2 activity; Q9NZ20; QFRET BODIPY PC-A2 liposome hydrolysis, fluorescence; inhibition, % at 12.2 µM; hit rate 0.56% among 370,000; AID 743126;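 active means inhibition above mean plus 3 SD of compounds lying within the high and low control bounds, cut at about 19% in these data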;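 further: 0% = median of test compound wells and 100% = no enzyme DMSO wells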
# ADAM17 inh: ADAM17 inhibition, QFRET primary screen; P78536; recombinant ADAM17, EDANS/DABCYL FRET peptide cleavage; inhibition, % at 6.95 µM; hit rate 0.83% among 370,000;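 active means inhibition above the mean of compounds lying between control limits plus 3 SD, set per campaign, cut at about 8.5% in these data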;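 further: 0% = DMSO-only wells as the low control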
# DAX1 inh-1: blocks DAX1 repression of SF-1 activated StAR promoter. HEK293T StAR-luciferase reporter, SF-1/DAX-1 repression relief. hit rate 1.1% among 370,000. AID 652010. inhibition, % at 6.8 µM;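 active means inhibition above the mean over all tested compounds plus 3 SD, cut at about 3.6% in these data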;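 further: 0% = DAX-1 cells with DMSO and 100% = cells lacking DAX-1 with DMSO; higher inhibition means more luminescence from relief of DAX-1 repression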
# hgDAF12 agonist: agonists of H. glycines DAF-12 nuclear receptor; HEK293 GAL4-hgDAF12 UAS-luciferase reporter, agonist luminescence; normalized to butyrate control; activation, % at 6.8 µM; hit rate 1.8% among 370,000; AID 687014;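 active means activation above a cutoff set at the mean of all screened compounds plus 3 SD, cut at about 10% in these data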;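 further: 0% = DMSO wells and 100% = sodium butyrate wells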
# hcDAF12 agonist: activates DAF-12 receptor from parasite H. contortus; activation, % at 6.8 µM; HEK293 hcDAF-12 lit1-tk-luc reporter, luminescence; 0% DMSO, 100% Δ7-dafachronic acid; hit rate 1.4% among 370,000;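 active means activation above the mean of all tested compounds plus 3 SD, cut at about 5.5% in these data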;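 further: 100% = response to 3 µM Δ7-dafachronic acid high control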
# PLC-beta3 inh: blocks human PLC-beta3 enzyme activity. Purified PLC-beta3, fluorogenic substrate, fluorescence. hit rate 0.18% among 370,000. inhibition, % at 12.2 µM. Q01970; in the data active means inhibition above about 11%;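 further: 0% = median of compound wells on plate and 100% = full blocker control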
# ssDAF12 agonist: activates DAF-12 receptor from parasite S. stercoralis; HEK293 ssDAF-12/GRIP1 lit1-tk-luc reporter, luminescence; % of 3 µM dafachronic acid response; activation, % at 6.8 µM; hit rate 1% among 370,000; AID 652126;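 active means activation above the mean over all tested compounds plus 3 SD, cut at about 0.9% in these data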;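 further: 0% = DMSO-only wells and 100% = 3 µM delta7-dafachronic acid wells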
# ADAM10 inh: ADAM10 inhibition, QFRET primary screen. O14672. recombinant ADAM10, EDANS/DABCYL FRET peptide cleavage, 3 h. inhibition, % at 7 µM. hit rate 0.62% among 370,000. AID 720582;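 active means inhibition above a per-campaign cutoff equal to the mean of compounds falling between control-based bounds plus 3 SD, cut at about 20% in these data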;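 further: 0% = DMSO wells while the 100% control is not disclosed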
# DAX1 inh-2: inhibitors of human orphan nuclear receptor DAX1 (NR0B1); P51843; HEK293 Gal4-DAX1 luciferase reporter, luminescence; inhibition, % at 6.75 µM; hit rate 0.99% among 340,000; AID 504766;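 active means inhibition above the mean over all tested compounds plus 3 SD, cut at about 4.2% in these data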;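 further: 0% = DAX1-transfected cells with DMSO and 100% = empty-vector control cells with DMSO; inhibition shows as a rise in luminescence from relieved DAX1 repression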
# FXN GAA850 act: increases GAA850 frataxin promoter reporter activity | HEK293 lucGAA850 FXN promoter luciferase reporter, 24 h; percent of 10 µM SAHA response | activation, % at 6 µM | hit rate 0.56% among 360,000 | AID 540364;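 active means activation above the average of all compounds screened plus 3 SD, cutoff fixed separately per campaign, cut at about 7.5% in these data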;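 further: 0% = DMSO wells and 100% = 10 µM SAHA wells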
# PLC-gamma1 inh: blocks human PLC-gamma1 enzyme activity. hit rate 0.84% among 370,000. inhibition, % at 12.2 µM. P19174. AID 720700. purified PLC-gamma1, fluorogenic substrate, fluorescence; in the data active means inhibition above about 9.5%
# Target sequence (P19174 whole entry, looked up): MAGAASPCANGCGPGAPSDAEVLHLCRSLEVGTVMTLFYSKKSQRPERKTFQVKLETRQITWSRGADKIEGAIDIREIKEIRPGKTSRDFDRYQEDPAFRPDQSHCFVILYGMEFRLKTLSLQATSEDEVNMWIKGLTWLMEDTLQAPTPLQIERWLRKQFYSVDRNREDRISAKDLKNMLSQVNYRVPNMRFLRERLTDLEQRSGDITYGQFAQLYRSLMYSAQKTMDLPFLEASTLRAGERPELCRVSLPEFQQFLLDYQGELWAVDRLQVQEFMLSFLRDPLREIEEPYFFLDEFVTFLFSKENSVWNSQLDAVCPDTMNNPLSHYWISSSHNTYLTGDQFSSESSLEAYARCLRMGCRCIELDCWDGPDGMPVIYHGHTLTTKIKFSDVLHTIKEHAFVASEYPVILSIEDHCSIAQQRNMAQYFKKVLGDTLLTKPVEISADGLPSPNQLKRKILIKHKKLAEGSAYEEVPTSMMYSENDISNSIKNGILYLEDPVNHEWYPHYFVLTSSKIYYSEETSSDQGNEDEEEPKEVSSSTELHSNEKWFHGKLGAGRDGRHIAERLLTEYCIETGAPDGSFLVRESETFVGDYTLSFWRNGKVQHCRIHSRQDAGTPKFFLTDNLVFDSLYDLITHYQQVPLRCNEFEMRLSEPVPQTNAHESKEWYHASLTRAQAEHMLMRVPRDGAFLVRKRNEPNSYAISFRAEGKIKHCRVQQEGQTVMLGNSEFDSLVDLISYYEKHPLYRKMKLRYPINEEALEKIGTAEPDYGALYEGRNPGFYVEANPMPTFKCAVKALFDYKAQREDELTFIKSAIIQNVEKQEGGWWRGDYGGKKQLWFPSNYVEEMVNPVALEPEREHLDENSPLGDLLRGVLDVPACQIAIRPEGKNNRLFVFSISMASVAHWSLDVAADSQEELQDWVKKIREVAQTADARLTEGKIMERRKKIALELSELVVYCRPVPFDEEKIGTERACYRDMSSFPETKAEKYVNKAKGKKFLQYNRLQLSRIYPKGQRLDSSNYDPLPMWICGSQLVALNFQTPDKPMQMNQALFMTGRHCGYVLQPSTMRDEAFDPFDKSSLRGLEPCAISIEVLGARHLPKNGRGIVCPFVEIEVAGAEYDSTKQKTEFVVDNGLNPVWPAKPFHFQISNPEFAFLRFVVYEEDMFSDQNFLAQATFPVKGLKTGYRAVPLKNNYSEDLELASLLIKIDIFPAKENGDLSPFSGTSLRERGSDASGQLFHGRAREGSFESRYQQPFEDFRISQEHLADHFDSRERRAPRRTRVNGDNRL
# An asterisk follows results filed as active; i = inactive; / = no result given. Rows were taken by chance (roughly 6.9% active in at least one column).
SMILES,sPLA2-III inh,ADAM17 inh,DAX1 inh-1,hgDAF12 agonist,hcDAF12 agonist,PLC-beta3 inh,ssDAF12 agonist,ADAM10 inh,DAX1 inh-2,FXN GAA850 act,PLC-gamma1 inh
CN1CCN(c2ccc(C(=O)c3ccc(Br)cc3)cc2[N+](=O)[O-])CC1,-4,4,-1.2,-3.9,-2.0,6,-2.1,19,-1.4,1.8,6
Fc1ccccc1Nc1nc2ccccc2o1,-4,4,3.1,16*,8.2*,0,0.8,6,1.7,2.4,5
Cc1cccc(NC(=O)CN2CCN(C(=O)C3CCCO3)CC2)c1C (stereo unspecified),6,2,-1.1,-4.0,-0.8,-5,-0.7,-7,0.6,0.2,0
CC1CCCN(C(=O)COC(=O)c2cccc(NS(=O)(=O)c3ccccc3)c2)C1 (stereo unspecified),-6,-2,-1.6,-0.7,-1.4,-2,-0.9,-10,-0.7,-0.4,6
C=CCN(CC=C)C(=O)C1CCN(Cc2ccc(OCc3ccccc3)cc2)CC1,-8,-2,-0.5,0.8,0.0,7,0.1,7,-0.4,1.0,4
COc1ccc(/C=N/Nc2nc(C)c([N+](=O)[O-])c(N(C)c3ccccc3)n2)cc1OC,4,-2,0.0,1.7,-1.5,-1,-0.8,1,1.6,-1.5,2
Cc1ccc(C(=O)N/C(=C\c2ccco2)C(=O)NCCc2c[nH]c3ccccc23)cc1,-58,2,2.3,4.5,1.4,1,-0.9,2,0.6,-0.4,-1
CCC(=O)Nc1cccc(-c2nc3ccc(C)cc3o2)c1,-12,-18,0.5,5.2,1.6,-4,-0.4,-42,3.2,3.9,-5
C[C@H]1CN([C@@H](C)CO)C(=O)CCCn2nncc2CO[C@@H]1CN(C)C(=O)Nc1ccnc(N2CCOCC2)c1,2,-5,0.6,-0.1,-0.4,-3,-1.1,-16,2.2,0.6,-2
O=C1/C(=C/c2ccccc2Cl)SC(=S)N1CCCC(=O)N(CCO)c1ccccc1,-16,5,-1.7,-5.6,-2.2,-9,-1.4,1,-0.4,-6.8,2
CCCCNC(=O)c1nc(C2CCN(S(=O)(=O)c3cccc(C(F)(F)F)c3)CC2)oc1-c1cccc(C(F)(F)F)c1,12,-5,-1.4,0.1,-1.1,-2,-1.1,-14,/,/,1
O=C(CSc1nc2ccccc2[nH]1)Nc1ccccc1F,1,-1,-0.5,-0.6,-1.4,0,-2.0,4,-1.4,3.0,2
COc1ccccc1NS(=O)(=O)c1cc(-c2cnc(C3CC3)o2)ccc1C,-36,7,-0.9,-3.0,-2.8,-4,-1.3,18,-0.6,-3.2,3
Cc1cc(C(=O)NC2CCCN(Cc3ccc(Cl)cc3)C2)n(C)n1 (stereo unspecified),1,3,-2.9,-2.6,-3.4,-5,-1.7,-1,-0.6,2.3,4
O=C(NCc1ccc(OC(F)(F)F)cc1)c1ccc2c(c1)S(=O)(=O)c1ccccc1C2=O,-1,2,-0.1,-0.5,-1.1,-4,-1.2,10,-0.4,-0.2,-1
COCCNC(=O)c1cc(-c2ccccc2C)n(CC2CC(c3cccc([N+](=O)[O-])c3)=NO2)n1 (stereo unspecified),-5,-2,-0.5,-1.6,-1.1,0,-1.3,0,-0.9,1.9,2
CCOC(=O)C1=CCN(S(=O)(=O)c2ccc(C)cc2)[C@H]1c1ccccc1Cl,-22,8,-0.4,-2.9,-2.4,-2,-1.3,18,/,/,-1
COc1cc(/C=C(\NC(C)=O)C(=O)Nc2ccccc2C)ccc1OC(C)=O,-7,0,0.1,1.0,5.2,-8,-0.9,-4,-0.8,0.2,-1
O=C(CN1CCCCC1)Nc1cccc(Oc2ccccc2)c1,0,-3,0.3,3.8,-1.5,-1,-1.3,2,-0.5,-0.4,5
Cc1c(CCOC(=O)c2cccc([N+](=O)[O-])c2)sc[n+]1CC(=O)c1ccccc1,-2,3,0.6,-0.1,0.1,1,-0.7,4,0.6,-1.3,1
CCc1c(O)nc2ccccn2c1=O,6,-3,0.1,1.3,3.6,-22,-0.3,-10,-0.5,2.5,-21
C=CCc1ccc(OCC(O)COc2ccc(CC=C)cc2OC)c(OC)c1,-22,5,-0.2,-0.6,-0.8,-1,-1.0,11,-0.1,1.8,-1
CCOC(=O)c1ccc(NC(=O)CSc2ccc(-c3cccnc3)nn2)cc1,-1,-2,-0.6,2.7,-3.5,0,-2.6,1,-0.8,-0.9,1
O=C(NC1=C(Nc2ccc(Cl)cc2)C(=O)c2ccccc2C1=O)c1ccccc1,13,0,-1.3,-3.3,1.0,5,-0.3,4,-0.5,-4.5,5
COc1cc(/C=C/c2cc(C(F)(F)F)[nH]c(=O)n2)cc(OC)c1OC,-6,-69,-1.4,-2.4,-3.6,-51,-2.1,-198,-2.2,4.9,-38
CCN(CC)C(=O)n1c(Cc2ccccc2)nc2ccccc21,-6,-1,-0.2,-0.2,1.6,-4,-0.6,-1,1.2,0.8,-1
CCCCC(=O)NC(=S)Nc1ccc(Cl)c(C(=O)O)c1,1,-4,0.0,3.3,-2.5,-2,-1.9,-6,0.8,0.4,2
Cc1cccc(/C=N/n2c(COc3ccccc3)n[nH]c2=S)c1,3,-4,-0.3,-2.9,-1.4,-9,-1.1,6,0.2,3.4,-2
COc1ccc(-c2cc3nc(NCCCN(C)C)n(C)c(=O)c3s2)cc1OC,8,-124,0.2,1.9,-1.0,-41,-1.2,i,/,0.1,-36
Nc1ccccc1SCc1cn2ccccc2n1,8,-2,4.2*,14*,7.4*,-1,1.4*,-2,0.8,3.6,0
COc1ccc2c(c1)c(C(=O)CN1CCC3(CC1)OCCO3)c(C)n2C,3,-3,-0.1,-0.1,0.2,-4,-0.7,-3,2.9,1.8,-7
CCOC(=O)c1cccc(NC(=O)N[C@@H](C)C(=O)OC)c1,3,-2,-0.2,1.7,-0.3,2,-0.8,7,0.8,4.0,0
N#C/C(=C(/O)c1ccc([N+](=O)[O-])o1)c1nc2ccccc2[nH]1,-1,-4,-0.3,-1.1,0.0,-8,-1.2,-3,2.4,-4.3,4
COc1cccc2cc(-c3nc(-c4cccs4)cs3)c(=O)oc12,1,0,2.9,8.9,4.4,-123,-0.2,-10,0.9,3.0,-89
CCOCCCNCC(=O)Nc1ccc(OC(F)(F)F)cc1,2,0,0.0,0.0,-0.9,3,-1.1,4,-0.1,-0.1,1
COc1ccc(CNC(=O)c2c(N)n(CCCN3CCOCC3)c3nc4ccccc4nc23)cc1,-31,-253,-1.9,-2.9,-0.9,i,-0.5,i,0.7,1.8,i
O=C(COc1ccc2c(c1)CCC2)NCc1cccc(Cl)c1,-3,4,0.9,-2.0,-0.2,-1,-1.2,6,0.9,2.5,3
COC(=O)CCS(=O)(=O)c1cc(Cl)ccc1Cl,2,-6,-0.3,-1.6,-1.3,1,-0.3,-6,2.2,2.4,-5
CCCCn1c(N)c(N(CC(C)C)C(=O)c2cc(-c3ccc(F)cc3)nc3ccccc23)c(=O)[nH]c1=O,4,-8,-0.7,-1.5,-1.5,-17,-0.8,-11,-0.2,-4.6,-6
O=C(Nc1ccc(S(=O)(=O)N2CCCC2)cc1)c1ccc(Br)o1,-1,3,-0.1,0.1,0.4,-2,-1.5,-9,-1.2,0.7,1

# In the list so far, three contain a furan ring, fused or not:
SMILES,sPLA2-III inh,ADAM17 inh,DAX1 inh-1,hgDAF12 agonist,hcDAF12 agonist,PLC-beta3 inh,ssDAF12 agonist,ADAM10 inh,DAX1 inh-2,FXN GAA850 act,PLC-gamma1 inh
Cc1ccc(C(=O)N/C(=C\c2ccco2)C(=O)NCCc2c[nH]c3ccccc23)cc1,-58,2,2.3,4.5,1.4,1,-0.9,2,0.6,-0.4,-1
N#C/C(=C(/O)c1ccc([N+](=O)[O-])o1)c1nc2ccccc2[nH]1,-1,-4,-0.3,-1.1,0.0,-8,-1.2,-3,2.4,-4.3,4
O=C(Nc1ccc(S(=O)(=O)N2CCCC2)cc1)c1ccc(Br)o1,-1,3,-0.1,0.1,0.4,-2,-1.5,-9,-1.2,0.7,1

# Back to the main list; the four compounds before the break are reprinted first.
SMILES,sPLA2-III inh,ADAM17 inh,DAX1 inh-1,hgDAF12 agonist,hcDAF12 agonist,PLC-beta3 inh,ssDAF12 agonist,ADAM10 inh,DAX1 inh-2,FXN GAA850 act,PLC-gamma1 inh
O=C(COc1ccc2c(c1)CCC2)NCc1cccc(Cl)c1,-3,4,0.9,-2.0,-0.2,-1,-1.2,6,0.9,2.5,3
COC(=O)CCS(=O)(=O)c1cc(Cl)ccc1Cl,2,-6,-0.3,-1.6,-1.3,1,-0.3,-6,2.2,2.4,-5
CCCCn1c(N)c(N(CC(C)C)C(=O)c2cc(-c3ccc(F)cc3)nc3ccccc23)c(=O)[nH]c1=O,4,-8,-0.7,-1.5,-1.5,-17,-0.8,-11,-0.2,-4.6,-6
O=C(Nc1ccc(S(=O)(=O)N2CCCC2)cc1)c1ccc(Br)o1,-1,3,-0.1,0.1,0.4,-2,-1.5,-9,-1.2,0.7,1
OCC1(Cc2ccc(F)cc2)CCCN(CCCC(F)(F)F)C1 (stereo unspecified),7,1,0.8,-0.2,1.3,-3,0.2,14,-0.2,0.1,1
O=C1CC(C(=O)N2CCc3ccccc32)CN1c1ccccc1 (stereo unspecified),0,-3,0.1,3.3,1.7,-4,0.4,-5,-0.4,-0.4,0
O=C(NC1CCN(Cc2ccccc2)CC1)c1cn(-c2ccccc2)nc1-c1cccnc1,-7,-1,0.3,0.2,0.7,-4,-1.4,-2,-1.3,1.7,0
Cc1oc(-c2ccc(Cl)cc2)nc1CN1CCC(C(=O)NCC2CCCO2)CC1 (stereo unspecified),5,-3,0.1,-0.9,-2.5,-5,-1.3,1,0.0,0.2,0
COc1cc2[nH]c3c(N4CCN(c5ccc(Cl)cc5)CC4)ncnc3c2cc1OC,-7,-12,-1.4,-0.5,-3.4,-63,-1.4,-37,-1.1,-5.5,-44
Cc1cc(NC(=O)COc2ccc3ccccc3c2)no1,3,1,0.6,2.2,0.3,-4,-0.7,8,-0.2,0.0,2
CC(=O)c1ccc(S(=O)(=O)Nc2ccc(C(=O)N3CCC3)cc2)cc1,-4,-4,1.9,-1.2,0.3,-1,-1.2,1,2.4,0.8,-1
Cc1cc(C)c2oc(=O)cc(CN3CCOCC3)c2c1,-1,-10,0.8,-1.1,-2.3,-3,-1.3,-14,0.3,4.7,-3
O=C(Cc1n[nH]c(=O)c2ccccc12)NC(c1ccccc1)c1ccccc1,2,-6,0.9,-3.0,-0.2,-1,-1.7,-9,0.3,-1.4,2
CN1C(=O)CCC(CCC(=O)O)(c2ccccc2O)C1=O (stereo unspecified),5,-5,-0.1,-0.9,-0.7,-5,-1.2,1,0.0,0.9,4
COc1ccc(NC(=O)CS(=O)(=O)c2cccc(Cl)c2)cc1,-7,1,0.0,2.0,0.7,-3,-1.1,-3,1.2,1.2,4
Cc1cccc(C)c1NC(=O)COC(=O)c1nonc1N,-1,0,0.3,1.4,0.2,0,-1.2,1,-0.8,-3.0,1
COC(=O)Cc1c(C)c2ccc(O)c(CN3CCCC(C)C3)c2oc1=O (stereo unspecified),1,i,0.4,0.0,-0.9,i,-0.7,i,1.7,1.7,i

# Bioassay records deposited in PubChem by The Scripps Research Institute Molecular Screening Center.
